# beta cell repl – MIN6 beta-cell proliferation induction | hit rate 0.29% among 330,000 | AID 2380 | MIN6 cells proliferation, ATPlite luminescence, 48 h; cells starved in 0.2% serum; 100% = growth in 10% serum | proliferation, % at 10 µM;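 active = compounds whose signal lies at least 3.5 SD above the mean of all wells on their plate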;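 also: 0% = DMSO-treated cells in low-serum medium and 100% = 10% serum control; some compounds called inactive have numbers as strong as hits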
# hIAP inh – human IAP inhibition; inhibition, % at 10 µM; purified IAP, CDP-Star luminescence, 30 min; hit rate 0.12% among 330,000; P09923; AID 2544;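 active = inhibition reaching a set limit with compound at 10 µM in the primary screen, cut at about 35% in these data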;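 also: plate controls were DMSO wells with enzyme for no effect and no-enzyme buffer wells for full effect; values of inactives mirror those of a sister screen read the other way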
# Target sequence (P09923 whole entry, looked up): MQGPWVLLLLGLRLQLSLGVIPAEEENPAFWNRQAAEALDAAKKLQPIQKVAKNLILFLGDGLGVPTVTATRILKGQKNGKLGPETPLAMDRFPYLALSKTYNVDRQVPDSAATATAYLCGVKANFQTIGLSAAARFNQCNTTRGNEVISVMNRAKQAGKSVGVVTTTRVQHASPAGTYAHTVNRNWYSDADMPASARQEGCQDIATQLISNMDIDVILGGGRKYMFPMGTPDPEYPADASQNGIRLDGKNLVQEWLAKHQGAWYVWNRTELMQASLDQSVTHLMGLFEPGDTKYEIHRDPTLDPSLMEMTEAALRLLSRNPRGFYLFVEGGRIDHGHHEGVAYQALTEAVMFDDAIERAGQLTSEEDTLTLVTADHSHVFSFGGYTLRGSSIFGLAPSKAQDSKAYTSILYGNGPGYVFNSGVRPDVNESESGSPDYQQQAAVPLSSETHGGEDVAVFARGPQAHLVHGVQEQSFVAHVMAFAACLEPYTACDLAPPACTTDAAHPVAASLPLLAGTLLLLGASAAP
# tim10-1 inh – tim10-1 yeast growth inhibition; S. cerevisiae tim10-1 ts strain growth, BacTiter-Glo, 24 h; inhibition, % at 20 µM; hit rate 2.2% among 330,000; AID 463190;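 active = inhibition of at least 40%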;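 also: mutant grown at 25 °C; 0% = DMSO wells with yeast and 100% = wells holding no yeast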
# NLRP3 yeast inh – NALP3 inhibition in yeast; Yeast reconstituted NLRP3/ASC/caspase-1, beta-gal luminescence, 24 h; inhibition, % at 10 µM; hit rate 0.39% among 330,000; AID 2825;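 active = inhibition of 50% or more; inactive = inhibition below 50%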;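 also: plate controls were induced DMSO wells for no effect and uninduced yeast grown without galactose for full effect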
# mIAP inh – blocks mouse intestinal alkaline phosphatase | AID 2806 | purified mouse IAP, CDP-Star luminescence, 30 min | hit rate 0.2% among 330,000 | inhibition, % at 10 µM;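 active = inhibition of at least 40% at 10 µM in the primary screen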;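 also: plate controls were DMSO with enzyme for no effect and no enzyme wells for full effect; values of inactives mirror those of a sister screen read the other way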
# mIAP activ – mouse IAP activation; activation factor at 10 µM; AID 2805; muIAP, CDP-Star luminescence, 30 min; active compounds read high; 1 = vehicle-only enzyme signal, 0 = enzyme-free wells; hit rate 0.24% among 330,000;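 active = activation factor of at least 2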; also: the source names both 10 and 20 µM as test concentration; values of inactives mirror those of a sister screen read the other way
#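 Assay system: mouse IAP enzyme; Reagent: CDP-Star chemiluminescent phosphatase substrate; Compound: DMSO-dissolved test compounds; Incubation: 30 min, room temperature; Technique: luminescence from enzymatic CDP-Star hydrolysis; Controls: DMSO-only wells and no-enzyme negative control.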
# A3A deaminase – inhibitors of human APOBEC3A DNA deaminase; P31941; recombinant A3A, FAM/TAMRA ssDNA deamination fluorescence; inhibition, % at 20 µM; hit rate 0.41% among 330,000; AID 493011;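 active = at least 40% inhibition at 20 µM here, with at most 30% in a related deaminase screen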;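 also: plate controls were A3A with DMSO for no effect and wells lacking A3A enzyme for full effect; some results filed as inactive read as strong as hits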
# Target sequence (P31941 whole entry, looked up): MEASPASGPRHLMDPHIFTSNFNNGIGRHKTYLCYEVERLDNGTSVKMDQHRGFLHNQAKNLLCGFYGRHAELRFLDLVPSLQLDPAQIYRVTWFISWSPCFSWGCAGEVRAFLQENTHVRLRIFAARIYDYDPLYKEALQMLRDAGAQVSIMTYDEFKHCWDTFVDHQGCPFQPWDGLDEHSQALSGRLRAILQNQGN
# TIM10 inh – growth inhibitors of TIM10 yeast strain; S. cerevisiae TIM10 strain growth, BacTiter-Glo luminescence, 24 h; inhibition, % at 10 µM; hit rate 1.4% among 330,000;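 active = inhibition of 40% or more at the single tested concentration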;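 also: wild-type TIM10 isogenic control strain grown at permissive 25 °C; 0% = DMSO yeast wells and 100% = minimal medium wells without yeast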
# APOBEC3G inh – inhibitors of human APOBEC3G DNA deaminase; inhibition, % at 20 µM; hit rate 0.28% among 330,000; recombinant A3G, ssDNA deamination FAM/TAMRA fluorescence; Q9HC16;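 active = inhibition of at least 40% at 20 µM, with no more than 30% in the related APOBEC3A deaminase screen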;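 also: plate controls were DMSO wells with A3G for no effect and wells lacking A3G enzyme for full effect; some compounds called inactive have numbers as strong as hits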
# Starred values were filed as active, the others as inactive. Random draw from the library; 4.6% or so of the library scored in one or more.
SMILES,beta cell repl,hIAP inh,tim10-1 inh,NLRP3 yeast inh,mIAP inh,mIAP activ,A3A deaminase,TIM10 inh,APOBEC3G inh
Cc1ccc(NC(=O)CCC(=O)OCC(=O)c2ccc(-c3ccccc3)cc2)cc1,-2,9,12,10,6,0.94,2,-9,-6
O=C(Cc1cccs1)Nc1ccccc1-c1nc2ccccc2[nH]1,-1,1,16,-13,-33,1.3,-2,-9,-5
CC1=C(Sc2nc3ccccc3[nH]2)C(=O)NC(C)(C)C1,-1,-2,8,12,-3,1,-5,-16,-7
Nc1cccc(-c2nc3ccccc3[nH]2)c1,-4,2,-18,-11,2,0.97,0,6,-7
COc1ccccc1N1CCN(C(=O)c2cccc(C(=O)N3CCN(c4ccccc4OC)CC3)c2)CC1,-1,-16,5,19,-6,1.1,3,3,2
COc1cc(Br)cc2cc(C(=O)N3CCCCC3C)c(=O)oc12 (stereo not given),-2,-38,30,13,-21,1.2,-6,13,-10
COC(=O)N1[C@H](C)C=C[C@]1(Cc1ccccc1)C(=O)NCCCNc1ncc(C(F)(F)F)cc1Cl,-9,-15,25,-1,0,1,-7,8,-12
Cc1cccc(N2CCN(C(=O)C(NS(=O)(=O)c3cccs3)c3ccccc3)CC2)c1C (stereo not given),-4,-11,16,5,5,0.95,-2,29,-6
COc1ccccc1OCCNc1ccc(S(=O)(=O)N2CCCC2)cn1,4,22,8,7,3,0.97,-6,8,-12
O=C(CSc1nc2ncccc2[nH]1)NC1CCCCC1,-1,6,-10,4,7,0.93,-2,-4,-8
C#CCOCCOCCOCCNc1nc(N2CCN(C(=O)[C@H](CCCN=C(N)N)n3cc(C(N)[C@@H](C)CC)nn3)CC2)nc(N2CCN(C(=O)[C@H](CCC(=O)O)n3cc([C@@H](N)CC(N)=O)nn3)CC2)n1 (stereo not given in full),-1,4,-3,-6,-13,1.1,-2,7,-4
Cc1ccc(Cl)cc1N1C(=O)CC(Sc2ncccn2)C1=O (stereo not given),-5,-21,12,24,-1,1,-2,-5,-4
NC(=O)c1c(NC(=O)c2ccc([N+](=O)[O-])o2)sc2c1CCCC2,-4,-13,28,-8,10,0.9,-2,16,-3
CCOCCCNC(=O)c1ccc(N2CCOCC2)c(NS(=O)(=O)c2ccc(OC)cc2)c1,1,-11,3,18,-3,1,-1,9,-3
COC(=O)c1ccc(Cn2cnc3c(cnn3-c3ccc(C)c(C)c3)c2=O)o1,-2,-3,22,36,4,0.96,4,20,-2
CCCN1CCN(CCCNC(=O)CCCn2nc(C)c3sc4ccccc4c3c2=O)CC1,0,-2,7,9,5,0.95,-3,-5,-6
COc1ccc(-c2csc(Nc3cc(C)ccn3)n2)cc1C,-6,-7,26,18,4,0.96,-2,20,-8
O=C(NNC(=O)c1ccc2c(=O)n3c(nc2c1)CCC3)c1cccc(Cl)c1,-1,-68,-20,14,3,0.97,0,-13,-5
CCOc1ccc(NS(=O)(=O)c2ccc(NC(=O)c3cccnc3)c(OC)c2)cc1,4,-15,11,-7,-2,1,3,2,1
CCOC(=O)N1c2ccccc2Sc2ccccc21,-3,-28,3,21,-1,1,-3,-9,-5
O=C(Cn1nc(-c2cccc(Cl)c2)ccc1=O)Nc1cccnc1,6,5,6,3,0,1,6,11,0
Cc1ccc2c(CSc3nncn3C)cc(=O)oc2c1C,-1,0,-8,8,4,0.96,-12,1,-8
CCOC(=O)Cc1csc(NC(=O)COc2ccc(C)c(C)c2)n1,0,1,27,21,11,0.89,-1,-2,-10
CCN(C(=O)/C=C/c1ccccc1)C1CCCCC1,-1,15,24,20,11,0.89,-3,0,-7
CN(CC1CCCN(CCc2ccccc2F)C1)C(=O)c1ccoc1 (stereo not given),1,7,0,4,3,0.97,-2,-8,-2
# Next part
SMILES,beta cell repl,hIAP inh,tim10-1 inh,NLRP3 yeast inh,mIAP inh,mIAP activ,A3A deaminase,TIM10 inh,APOBEC3G inh
O=C(CN(c1ccc2c(c1)OCCO2)S(=O)(=O)c1ccccc1)NCC1CCCO1 (stereo not given),2,-1,7,14,2,0.98,-3,-6,-6
Cc1cc(SCC(=O)N(C)CC(=O)Nc2ccc(F)cc2)nc2ccccc12,-3,-21,-3,4,-3,1,6,-2,2
Cc1cccc(C)c1OCC(=O)OCC(=O)Nc1ccc(Cl)cn1,-2,-9,11,18,1,0.99,0,2,-1
O=C(Nc1nnc(Cc2ccc(Cl)cc2)s1)c1cccs1,-1,12,5,9,-2,1,-1,-3,-9
COC(=O)c1ccc(-c2n[nH]c(=O)c3ccccc23)cc1,3,15,3,10,2,0.98,-3,-11,-7
COC(=O)c1sc(S(=O)(=O)NC(C)C(=O)O)c(C(=O)OC)c1C (stereo not given),-4,-16,1,8,3,0.97,0,3,-3
COc1ccc(C(=O)N2CCCC(Nc3ccc(F)cc3)C2)cc1F (stereo not given),4,-14,-14,9,-2,1,-4,-4,-5
Cc1ccc(NC(=O)COc2ccccc2)c(NC(=O)c2ccco2)c1,0,4,13,10,-2,1,-1,0,-10
CCOC(=O)C1=C(CN2CCC(C)CC2)NC(=O)NC1c1ccc(Cl)cc1 (stereo not given),-3,2,12,12,2,0.98,0,5,4
COc1ccc(F)cc1Cn1nc(C(=O)O)c2ccccc2c1=O,0,6,-9,14,9,0.91,-1,-12,-5
O=C(NC1CCCCC1)C(c1ccncc1)N(C(=O)c1csnn1)c1ccccc1F (stereo not given),0,6,-4,27,7,0.93,-5,2,-7
CCOC(=O)c1c(C)[nH]c(C(=O)COC(=O)c2cnccn2)c1C,0,-8,-15,10,-7,1.1,-1,7,-7
Cc1ccc(S(=O)(=O)CC(=O)c2ccc(C(C)(C)C)cc2)cc1,2,4,21,26,-8,1.1,8,22,-2
Cc1cccc(COc2ccccc2C(=O)N(C)CC(=O)Nc2cccc(F)c2)c1,-3,-6,6,2,-44,1.4,0,1,-6
CCCn1c2ccccc2c2nnc(SCC(=O)Nc3nnc(CC(=O)OCC)s3)nc21,0,2,10,-4,10,0.9,-1,7,-4
O=C(Nc1ccc(Cc2ccncc2)cc1)c1cccc([N+](=O)[O-])c1,-3,-32,10,-5,5,0.95,-1,20,-2
COc1ccccc1NC(=S)NCCc1c[nH]c2ccccc12,-3,21,26,6,-16,1.2,1,-2,-4
CCCNC(=O)C(=O)N/N=C/c1ccc(OCc2ccccc2)cc1,2,-9,18,15,-14,1.1,2,-1,-5
O=C(CCc1nnc(-c2ccccc2)o1)NCC1CCN(C2CCCC2)CC1,-2,-13,2,10,-3,1,3,-14,0
Cc1ccc(S(=O)(=O)N2CCN(C(=O)CSc3ccc(Cl)cc3)CC2)cc1,-1,-27,-3,7,-14,1.1,-4,-14,-8
COc1ccc(Nc2nccc(OC)c2C#N)cc1,-2,4,6,8,0,1,-3,11,-8
COc1ccc(CCNC(=O)c2cc(Cl)nc3ccccc23)cc1,-3,-1,19,8,5,0.95,0,-6,1
COc1cccc(C(=O)COc2ccccc2N2C(=O)C3C4C=CC(C4)C3C2=O)c1 (stereo not given),-2,5,23,-6,3,0.97,3,8,8
Cc1ccc(Nc2c([N+](=O)[O-])ccc3nonc23)cc1C,0,-2,4,-14,1,0.99,4,-19,-1
CCN1CCN(CC(=O)Nc2nc3ccc(OC)cc3s2)CC1,0,9,8,5,3,0.97,4,-4,-6
# (cont.)
SMILES,beta cell repl,hIAP inh,tim10-1 inh,NLRP3 yeast inh,mIAP inh,mIAP activ,A3A deaminase,TIM10 inh,APOBEC3G inh
Cc1ccc(CNC(=O)CSc2ncn[nH]2)cc1,0,-9,18,15,-7,1.1,-3,-10,-2
Cc1ccc(-c2csc3nc(SCC(=O)Nc4ccc(Cl)c(C(=O)O)c4)[nH]c(=O)c23)cc1,-5,-7,1,1,-5,1,3,21,2
Cc1cccc(OCCCCc2c(C)n[nH]c2C)c1,-4,0,24,6,3,0.97,0,40*,-3
COCCn1c(SCC(=O)Nc2cc(C)nn2-c2ccccc2)nnc1-c1ccncc1,0,-21,-5,5,-3,1,2,-2,-5
O=C(CCn1cnnn1)NC1CCCN(Cc2ccccc2F)C1 (stereo not given),9,-14,0,-9,3,0.97,-4,-1,-8
O=C(NCc1ccco1)c1cccc(S(=O)(=O)N2CCN(Cc3ccccc3)CC2)c1,3,0,22,17,-2,1,1,8,0
COC(=O)CC1C(C(=O)OC)ON2OC(C(=O)OC)C(C(=O)OC)C12 (stereo not given),1,13,9,14,1,0.99,-2,1,-5
CN(C)S(=O)(=O)c1cccc(NC(=S)N/N=C/c2cccc(O)c2)c1,-3,-9,8,10,16,0.84,0,11,-9
CCOC(=O)c1[nH]c2ccc(OC)cc2c1N=CN(C)C,-3,-10,6,-10,-3,1,1,15,0
O=C(Nc1ccc(S(=O)(=O)Nc2nccc(C3Cc4ccccc4C(=O)O3)n2)cc1)c1ccccc1 (stereo not given),-1,13,8,-5,7,0.93,2,-8,-4
c1ccc(-c2nnc3n2N=C(c2ccc4c(c2)OCO4)CS3)nc1,1,-12,17,23,-9,1.1,7,1,-3
CCc1ccc(-c2csc3ncn(CC(=O)NCc4ccco4)c(=O)c23)cc1,-2,-3,25,-17,-10,1.1,1,11,-3
N/C(=N\c1nc(CSc2ccc(Cl)cc2)cc(=O)[nH]1)Nc1ccccc1C(F)(F)F,-3,-39,5,5,0,1,-3,3,-8
Cc1ccc(CN(C)C2CCN(C)CC2)cc1,-1,-16,-92,7,14,0.85,-5,-225,-7
O=C(O)c1cccc(Oc2cccc(Cl)n2)c1,0,9,11,-4,-6,1.1,1,-5,0
CCN(CC)CCCn1c(=S)[nH]c2cc(Cl)ccc2c1=O,-3,9,9,-1,14,0.86,5,-4,-5
Cc1cc(NC(=O)CCCn2nc([N+](=O)[O-])c(Cl)c2C)no1,0,14,3,8,2,0.98,2,-6,-7
S=c1[nH]nc(COc2ccccc2)n1/N=C/c1ccc(Cl)cc1Cl,1,-11,-6,21,15,0.85,-6,8,-7
Cc1ccc(N2CC(C(=O)Nc3ncc([N+](=O)[O-])s3)CC2=O)cc1 (stereo not given),-1,-11,-5,16,5,0.95,1,-3,-6
Cn1cnnc1SCC(=O)NN(c1ccccc1)c1ccccc1,2,3,-3,11,-3,1,1,3,1
O=C(O)c1ccccc1C(=O)Nn1cnnc1,1,2,6,12,-2,1,0,-16,-3
Cc1cccc(N2CCN(C3=NC(=O)/C(=C\c4cn[nH]c4-c4ccccc4)S3)CC2)c1,0,-28,18,6,-2,1,-4,-25,-3
COc1ccc2cc(C(=O)C3CCCN(Cc4ccccn4)C3)ccc2c1 (stereo not given),0,-8,14,3,0,1,2,-8,-3
COc1ccccc1NC(=O)COC(=O)/C=C/c1ccc(OC)c(OC)c1,3,25,12,9,-8,1.1,-2,16,-4
O=C(CCCN1C(=O)c2ccccc2C1=O)NCCN1C(=O)S/C(=C\c2cccs2)C1=O,0,5,13,-1,-2,1,0,19,-1
O=C(O)c1cccc(S(=O)(=O)Nc2cc(Cl)ccc2Cl)c1,-1,-1,-12,14,0,1,3,13,-3
CCC(=O)Nc1ccc2c(c1)nc1n2CCN(CCOC)C1,-3,4,31,11,6,0.94,-4,-2,1

# Looked up above:
# For mIAP activ, CCC(=O)Nc1ccc2c(c1)nc1n2CCN(CCOC)C1 has the entry 0.94
# For A3A deaminase, CCc1ccc(-c2csc3ncn(CC(=O)NCc4ccco4)c(=O)c23)cc1 has the entry 1
# For mIAP activ, O=C(O)c1ccccc1C(=O)Nn1cnnc1 has the entry 1

# From PubChem BioAssay
